Source: PubChem (National Center for Advancing Translational Sciences (NCATS))
KCNH2 3.1 block – KCNH2 3.1 (human) potassium channel inhibition; activity change, % (tested at about 1.8 µM); 340,000 compounds, 0.95% hits; U2OS KCNH2 3.1, thallium flux FluxOr; active compounds read low; AID 720553;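 active means maximum activity change below -70%; inconclusive means maximum activity change from -70% to -50%; inactive means maximum activity change above -50%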;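 further: thallium influx rate constant from kinetic fluorescence after stimulation buffer; on the % scale 0 is the no-effect control and ±100 the full control effect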
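Normalized rate constant (relative to positive and negative DMSO controls) derived from a 2 min kinetic fluorescence read after stimulation; U2OS cells expressing the 3.1 isoform via virus at 1.77 x 10^8 /mL.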
KCNH2 WT inh – inhibitors of human wildtype KCNH2 potassium channel; U2OS, BacMam KCNH2, thallium flux FluxOr; active compounds read low; Q12809; 340,000 compounds, 0.37% hits; activity change, % at 1.84 µM;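 active means maximum activity change below -70%; inconclusive means maximum activity change between -70% and -50%; inactive means maximum activity change above -50%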; further: on the % scale 0 is the no-effect control and ±100 the full control effect
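U2OS cells were transduced with wild-type KCNH2 virus (2.03 x 10^8 / mL) for 4 h at room temperature, then cultured overnight at 37 C. Thallium flux was read with FluxOr dye. Rate constants were normalized to DMSO controls.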
TCR act – activators of T cell receptors. primary human leukocytes, anti-CD3, IL-2 HTRF, 48 h. Potency, µM (top dose mostly 9.22 µM), without a hit: top-dose activation of IL-2 secretion, hits mostly activators. 330,000 tested, under 10 active; further: % of control where 0% means no effect
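Readout: HTRF IL-2, Eu-cryptate/d2 antibody pair, 320nm excitation, 665nm emission. Stimulus: a-CD3 beads, no co-stimulation. Cells: primary human leukocytes. Exposure: 48 hr with compound.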
TRPV1 agonist – human TRPV1 agonism; 320,000 compounds, 0.19% hits; TRPV1-expressing cells, Fluo-8 calcium influx, agonist mode; Q8NER1; AID 540275; activation, % at 8.33 µM; in the data active means activation above about 80%; inconclusive means between about 30% and that limit; further: 0% is about no effect
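Cells expressing TRPV1 were dye-loaded with Fluo-8 and read kinetically: 10 s baseline, 3 min after compound (agonist portion), then 2 min after EC20 capsaicin (allosteric enhancer portion). Calcium-bound dye fluorescence at 480/520 nm.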
Mito fusion yeast – blocks mitochondrial division or promotes mitochondrial fusion | 320,000 compounds, 0.23% hits | Potency, µM (doses to about 46.1 µM), inactives show top-dose growth rescue (activation), most hits filed as activators | S. cerevisiae fusion-defective mutant growth rescue, CellTiterGlo 48 h;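 further: potency means the concentration at half of the fitted maximal effect; % of control where 0% means no effect; nearly all actives have a fitted effect of over 45% in size; temperature-sensitive fusion mutants such as fzo1-1 at 37 °C on non-fermentable ethanol glycerol medium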
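Yeast fusion mutant, YPEG (non-fermentable carbon), compound, 48 h at 37C non-permissive; CellTiterGlo added, 10 min RT, luminescence read. Rescued growth = division inhibition.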
ELG1 repair inh – inhibitors of ELG1-dependent DNA repair in HEK293T cells; Potency, µM (series often up to 46.1 µM), inactives show at the highest dose activity change, negative = inhibition, usual class: inhibitors; 330,000 compounds, 2.3% hits; AID 504467; HEK293T ELG1-luciferase reporter, luminescence, 16 h; DNA damage induced by 5-fluorouridine; further: potency means the concentration at half of the fitted maximal effect; on the % scale 0 is the no-effect control and ±100 the full control effect; nearly all actives have a fitted effect of over 55% in size
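5-Fluorouridine DNA damage + compound/DMSO, 2,000 cells/well, 16 h, 37 °C/5% CO2. ONE-Glo, 30 min RT, luminescence. Readout = decrease in reporter signal.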
TSHR antag – antagonists of human thyroid stimulating hormone receptor | activity change, negative = inhibition, % at 11.5 µM | 330,000 compounds, 0.2% hits | TSHR-expressing cells, TSH-stimulated cAMP HTRF, 2 h; active compounds read low | P16473;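 active means activity change below a set negative limit, meaning inhibition stronger than a set level, cut at about -70% in these data; inconclusive means activity change between two set negative limits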; further: on the % scale 0 is the no-effect control and ±100 the full control effect
Target sequence (P16473 whole entry, looked up): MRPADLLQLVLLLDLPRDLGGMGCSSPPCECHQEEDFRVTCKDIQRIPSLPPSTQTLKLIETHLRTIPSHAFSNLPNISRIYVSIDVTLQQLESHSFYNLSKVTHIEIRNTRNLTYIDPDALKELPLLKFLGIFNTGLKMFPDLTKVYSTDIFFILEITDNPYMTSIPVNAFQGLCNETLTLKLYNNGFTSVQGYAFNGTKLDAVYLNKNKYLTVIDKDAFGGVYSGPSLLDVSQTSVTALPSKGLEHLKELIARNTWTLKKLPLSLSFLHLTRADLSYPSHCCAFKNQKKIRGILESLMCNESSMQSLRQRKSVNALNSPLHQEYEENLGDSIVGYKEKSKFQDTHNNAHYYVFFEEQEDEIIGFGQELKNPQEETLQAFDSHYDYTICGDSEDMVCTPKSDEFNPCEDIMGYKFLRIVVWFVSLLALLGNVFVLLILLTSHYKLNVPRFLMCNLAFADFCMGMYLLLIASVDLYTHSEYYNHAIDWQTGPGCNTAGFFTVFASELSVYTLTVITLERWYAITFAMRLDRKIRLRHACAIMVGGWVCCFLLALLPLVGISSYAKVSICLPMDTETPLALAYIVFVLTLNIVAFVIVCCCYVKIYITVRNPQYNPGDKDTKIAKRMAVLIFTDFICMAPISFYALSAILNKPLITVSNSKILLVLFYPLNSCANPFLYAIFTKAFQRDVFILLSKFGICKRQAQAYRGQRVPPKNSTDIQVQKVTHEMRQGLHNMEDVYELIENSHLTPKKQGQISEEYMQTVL
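Antagonism was scored as loss of TSH-driven cAMP in TSHR cells, stimulated with 4nM TSH (EC80) for 2 hours at 37 deg C and detected by homogeneous HTRF competition immunoassay.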
A-T KAP1 phos – candidate therapy for ataxia-telangiectasia | 320,000 compounds, 0.19% hits | AID 485349 | Potency, µM (top dose mostly 57.5 µM), for the others: at the top dose activation, most hits filed as activators | […] A-T fibroblasts, KAP-1 phosphorylation AlphaLISA; neocarzinostatin DNA damage 30 min before lysis; further: potency means the concentration at half of the fitted maximal effect; % of control where 0% means no effect; nearly all actives have a fitted effect of over 45% in size
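ATM-like activity read as KAP-1 phosphorylation via AlphaLISA donor/acceptor antibody pairs after lysis and 6 hr at 25C. Cells were ATM-null patient fibroblasts ([…], hTERT), dosed 60 min, then exposed to the DSB inducer NCS for 30 min.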
Eya2 phos inh – Eya2 (human) phosphatase inhibition; O00167; recombinant Eya2, OMFP fluorescence dephosphorylation (OMFP is methylfluorescein phosphate); Potency, µM (titrated, usually from 76.9 µM), for the others: at the top dose activity, negative = inhibition, actives largely listed as inhibitors; 330,000 compounds, 0.006% hits; further: potency means the concentration at half of the fitted maximal effect; on the % scale 0 is the no-effect control and ±100 the full control effect
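Eya2 protein (added as 0.2 uM solution) was preincubated with compound for 10 min at ambient temperature in 50 mM HEPES pH 7.5, 50 mM NaCl, 5 uM MgCl2, 0.05% BSA, 1 mM DTT. OMFP (added at 50 uM) then reacted 10 min; fluorescence read at 485/525 nm.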
USP2a block – blocks human ubiquitin-specific protease USP2a; USP2 core, Ub-CHOP2 coupled fluorogenic reporter, 485/531; Potency, µM (doses to about 38.3 µM), for the others: top-dose activity change, negative = inhibition, most hits filed as inhibitors; 330,000 compounds, 0.01% hits; AID 463254;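 further: potency means the concentration at half of the fitted maximal effect; plate controls were DMSO wells for no effect and full inhibition by NEM control for full effect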
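Deubiquitinase activity read as fluorescence (485/531 nm) after Ub-CHOP2 cleavage activates the enterokinase reporter on its substrate; USP2 core 10nM, Ub-CHOP2 and substrate 25nM each, 30min compound preincubation then 60min RT; data normalized to NEM, curves fitted.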
An asterisk follows results filed as active; i = inactive; ? = inconclusive; / = no result given; [ ] = another dose, or the depositor's remark. Unless noted, the call rests on the fitted dose curve; in most records, active means well fitted curve in the direction sought with a large enough effect; inconclusive means small, poorly fitted or top-dose-only effect, or another doubt; inactive means no such curve, though single readings can be large; an effect the other way counts as inactive or inconclusive. These rows are one share of the data; the hit share may differ from the screen's.

SMILES	KCNH2 3.1 block	KCNH2 WT inh	TCR act	TRPV1 agonist	Mito fusion yeast	ELG1 repair inh	TSHR antag	A-T KAP1 phos	Eya2 phos inh	USP2a block
CCn1cc(S(=O)(=O)NCc2ccc(OC)cc2)cn1	18.4	1.0	-2.5%	1.6	-1.0%	-4.3%	-3.3	4.5%	-5.4%	1.3%
COCCCn1c(=O)c2ccccc2n(Cc2cc(C(=O)OC)ccc2OC)c1=O	1.9	32.3	5.5%	6.5	-5.5%	?	-14.0	13.1%	-21.5%	-2.7%
COc1cccc(CNC(=O)c2cccc(NC(=O)C3=C(C)OCCS3)c2)c1	-22.9	-4.0	3.6%	0.1	-13.2%	?	22.7	9.3%	-1.4%	2.8%
COc1ccc(CCNC(=O)c2cccc(S(=O)(=O)N3CCCC3)c2)cc1OC	18.6	-15.2	2.2%	4.2	3.2%	-6.4%	-1.1	1.6%	5.1%	3.3%
CCOC(=O)c1nn(-c2ccccc2)c(=O)cc1SC(C)CC (configuration not stated)	34.7	24.6	-4.0%	?	2.2%	-10.6%	-11.8	-1.1%	3.0%	-1.4%
CCN(CC)S(=O)(=O)c1ccc2c(c1)nc(CCC(=O)OCC(=O)Nc1c(F)cccc1F)n2C	5.1	4.4	-2.9%[46.1 µM]	3.2	-2.6%	?	-3.3	3.1%	-1.5%	-4.0%
Cc1c(C=O)c2ccccn2c1C(=O)c1ccc(F)cc1	-3.6	8.2	-0.2%	1.1	8.3%	?	2.0	40.0%	2.7%	-0.4%
COc1ccc(NC(=O)NNS(=O)(=O)c2ccc(OC)c(OC)c2)c(OC)c1	9.4	-6.7	3.7%	1.4	0.7%	-0.9%	10.4	2.9%	7.5%	-1.6%
CC(C)c1ccc2[nH]c3nc(SCC(=O)N4CCOCC4)nnc3c2c1	3.7	-19.0	2.2%	?	-1.6%	0.0%	-15.8	4.4%	14.5%	-1.9%
CCOC(=O)C1CCCN(C(=O)c2ccco2)C1 (configuration not stated)	7.5	0.0	-2.9%	3.0	-3.0%	-0.5%	0.5	5.1%	7.7%	-0.2%
COC(=O)CSc1cccc2c1C(=O)CC2c1ccccc1 (configuration not stated)	-1.2	0.9	-0.3%	22.3	4.7%	7.1%	5.1	-0.1%	-14.0%	0.3%
O=C(N/N=C/C1CC2C=CC1C2)c1ccccc1O (configuration not stated)	-6.9	-5.6	4.9%	?	1.1%	0.0%	-5.7	31.6µM*	-2.0%	-4.6%
COc1ccc(Cn2c(CCC(=O)Nc3ccc(C)cc3)nc3cccnc32)cc1	-8.9	-13.0	-0.9%	?	-1.2%	?	7.1	-0.8%	-8.4%	0.4%
COc1cc(C)c(C)cc1S(=O)(=O)N1CCCCC1c1cccnc1 (configuration not stated)	-5.7	1.4	7.9%	3.7	5.2%	-13.2%	3.3	5.3%	15.4%	3.3%
CCCNC(=O)c1ccccc1N1CCN(CCCCN2C(=O)C3CCCCN3C2=O)CC1 (configuration not stated)	-7.7	34.3	/	-3.2	0.2%	?	7.4	5.1%	16.7%	1.6%
O=C(NCc1cc(F)cc(C(F)(F)F)c1)C1CCC(=O)N(C2CCCC2)C1 (configuration not stated)	21.3	-4.3	2.8%	9.0	8.5%	4.0%	-10.8	2.8%	-0.2%	1.0%
Cc1nc2c3ccccc3nc(NNC(=O)CCC(=O)NCCC(C)C)n2n1	-0.8	-0.1	1.6%[46.1 µM]	1.2	-4.2%	8.1%	14.0	-2.5%	-4.8%	3.2%
CC(C)c1c(C(=O)N/N=C/c2ccoc2)nnn1-c1nonc1N	8.2	-5.9	-0.7%	?	-2.3%	6.8%	8.5	-2.1%	-2.7%	2.0%
O=C(NCc1nnc(SCc2ccc(C(F)(F)F)cc2)n1-c1ccccc1)C12CC3CC(CC(C3)C1)C2	1.7	-9.8	-4.8%[46.1 µM]	-4.0	-10.2%	?	9.4	-4.3%	-13.1%	-3.4%
CCOC(=O)c1ccc(Oc2nc(NC)nc(Nc3ccccc3)n2)cc1	4.0	34.7	0.4%	2.9	-14.1%	/	/	/	/	/
COc1cc(S(=O)(=O)NC2CCCCC2C)ccc1-n1cnnn1 (configuration not stated)	-5.9	/	10.9%	1.9	3.2%	-20.3%	-7.8	-0.6%	4.5%	2.5%
O=C(Nc1ccccc1)C1CCCN1S(=O)(=O)c1cccs1 (configuration not stated)	-3.5	-5.9	2.8%	1.7	1.6%	0.0%	0.1	17.6%	13.8%	1.9%
CCOC(=O)CN(C(=O)c1snc(C(N)=O)c1N)C(C(=O)NC1CCCCC1)c1ccc(F)cc1 (configuration not stated)	-5.3	0.5	-3.1%	20.8	-0.1%	2.8%	31.5	-5.6%	-5.6%	0.1%
CCNc1nc2cccnc2s1	17.1	-1.9	-35.6%	3.9	2.1%	?	-1.3	7.0%	0.2%	-2.4%
C/C(=N\OCC(=O)Nc1ccc(F)c(F)c1F)c1cc2ccccc2o1	4.3	9.5	0.6%[46.1 µM]	24.4	12.2%	?	1.9	7.3%	-3.9%	2.8%
COc1ccc(OC)c(S(=O)(=O)NCc2cccnc2)c1	3.3	3.4	-20.4%	-0.4	-1.3%	3.3%	-0.2	6.5%	-6.3%	-0.6%
COc1cc(S(=O)(=O)NC2CCCCC2C)ccc1Cl (configuration not stated)	12.5	-3.0	8.2%	-3.5	0.1%	-10.0%	0.3	5.8%	10.0%	0.6%
Cc1ccc2c(c1)N(CC(=O)OC(CC(C)C)C(=O)NC1CCCC1)C(=O)CO2 (configuration not stated)	-4.8	26.1	/	-1.8	18.5%	20.6µM*	16.3	13.2%	-1.8%	-9.7%
O=C(O)CC1S/C(=N/N=C/c2ccc(Br)cc2)N(c2ccccc2)C1=O (configuration not stated)	-10.5	-4.9	1.8%	-0.1	4.2%	-1.7%	-16.7	-4.0%	-0.2%	0.1%
O=C(CCCc1ccccc1)Nc1cccc(C(=O)O)c1	-10.0	-2.7	3.1%	-0.2	-1.2%	?	20.5	4.7%	5.8%	1.6%

In the list so far, two have a COOH group.
SMILES	KCNH2 3.1 block	KCNH2 WT inh	TCR act	TRPV1 agonist	Mito fusion yeast	ELG1 repair inh	TSHR antag	A-T KAP1 phos	Eya2 phos inh	USP2a block
O=C(O)CC1S/C(=N/N=C/c2ccc(Br)cc2)N(c2ccccc2)C1=O (configuration not stated)	-10.5	-4.9	1.8%	-0.1	4.2%	-1.7%	-16.7	-4.0%	-0.2%	0.1%
O=C(CCCc1ccccc1)Nc1cccc(C(=O)O)c1	-10.0	-2.7	3.1%	-0.2	-1.2%	?	20.5	4.7%	5.8%	1.6%

Following part.
SMILES	KCNH2 3.1 block	KCNH2 WT inh	TCR act	TRPV1 agonist	Mito fusion yeast	ELG1 repair inh	TSHR antag	A-T KAP1 phos	Eya2 phos inh	USP2a block
Cc1c(C(=O)OCC(=O)c2c(N)n(CC(C)C)c(=O)n(C)c2=O)oc2ccccc12	-47.7	38.7	2.5%[46.1 µM]	1.1	-0.3%	10.3µM*	-5.7	1.8%	-1.4%	-0.2%
O=C(c1cccc(F)c1)N1CCN(c2cccc(Cl)c2)CC1	-1.9	1.6	-1.0%	23.2	4.7%	?	-7.1	8.7%	-31.9%	0.9%
COC(=O)/C(=C\c1c[nH]c2ccccc12)NC(C)=O	13.5	-8.0	-0.7%	-2.4	-0.6%	27.3%	20.5	2.2%	-2.6%	-3.9%
COc1cccc(NC(=O)CN(C)S(=O)(=O)c2ccc3c(c2)NC(=O)CS3)c1	-20.9	-0.8	4.6%	9.4	-1.3%	?	-7.1	4.0%	9.0%	2.2%
COc1cc(/C=C2/SC(=S)N(C)C2=O)ccc1OC(=O)c1ccco1	2.2	i	-2.6%[46.1 µM]	3.6	-0.2%	?	6.4	2.7%	0.6%	-1.9%
CC(=O)OC(COc1ccccc1)Cn1cnc2ccccc21 (configuration not stated)	-21.5	2.8	-1.8%	-8.3	5.0%	-0.7%	14.1	-7.3%	3.5%	3.7%
CN(C)C(CNC(=O)CNC(=O)c1ccc(Br)cc1)c1ccccc1 (configuration not stated)	13.2	21.5	0.0%	-1.5	9.3%	3.1%	16.5	2.4%	14.3%	-4.5%
CC(C)[C@H](N)c1nnc(SCc2ccc(Cl)cc2)o1	-4.6	-2.5	2.9%	11.3	1.9%	-1.6%	1.4	0.0%	-40.1%	2.0%
CCOC(=O)c1ccc(CNS(=O)(=O)c2c(C)ccc3nsnc23)o1	2.0	-9.4	-2.3%	10.7	-0.3%	-2.9%	/	2.6%	2.9%	0.5%
Oc1csc(Cc2nc(-c3ccc(-c4ccccc4)cc3)cs2)n1	-17.6	-7.2	-5.6%	-1.3	1.5%	?	3.2	0.4%	-1.7%	3.6%
COc1ccc(C(CCNCc2ccc(OC(C)C)cc2)c2ccccc2OC)cc1 (configuration not stated)	-89.7*	-88.3*	-1.9%	7.8	-55.4%[inhibitor]	?	-1.2	31.4%	-14.3%	-1.7%
